# High-throughput results (PubChem BioAssay)
# COUP-TFII inh – blocks human COUP-TFII nuclear receptor. P24468. HEK293T NGFI-A luciferase reporter, luminescence. inhibition, % at 8.6 µM. 370,000 compounds, 0.7% hits;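 active = inhibition above a per-plate cutoff, mean inhibition of test wells between control levels plus 3 SD, cut at about 38% in these data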;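 also: cells cotransfected with COUP-TFII expression vector driving the NGFI-A reporter; 0% = median of COUP-TF2 test wells and 100% = reporter-only cells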
# Target sequence (P24468 whole entry, looked up): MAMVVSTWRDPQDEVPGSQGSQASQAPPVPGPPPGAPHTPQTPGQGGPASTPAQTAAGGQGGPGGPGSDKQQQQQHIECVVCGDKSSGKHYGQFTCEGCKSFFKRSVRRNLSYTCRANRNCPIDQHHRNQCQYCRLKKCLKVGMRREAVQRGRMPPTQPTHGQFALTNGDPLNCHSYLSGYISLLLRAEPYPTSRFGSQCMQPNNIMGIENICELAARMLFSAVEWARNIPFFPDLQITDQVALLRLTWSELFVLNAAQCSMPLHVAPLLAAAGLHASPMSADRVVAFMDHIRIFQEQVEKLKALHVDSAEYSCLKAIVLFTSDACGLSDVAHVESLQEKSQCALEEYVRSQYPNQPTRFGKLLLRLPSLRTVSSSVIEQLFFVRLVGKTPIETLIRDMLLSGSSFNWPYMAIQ
# SRC1 inh – inhibitors of human steroid receptor coactivator 1 (SRC1) | HEK293 GAL4-SRC1 luciferase reporter, luminescence | inhibition, % at 3.6 µM | 360,000 compounds, 0.12% hits;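 active = inhibition above the campaign mean plus 3 SD, with each screening campaign given its own cutoff, cut at about 60% in these data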;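 also: 0% = DMSO treated cells and 100% = gossypol at 36 µM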
# ABHD5-PLIN5 inh – ABHD5-PLIN5 protein interaction inhibition. Q00G26+Q8WTS1. Split G. princeps luciferase complementation, luminescence, 4 h. inhibition, % at 4 µM. 360,000 compounds, 0.78% hits. AID 602281;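 active = inhibition above the mean inhibition across every tested compound plus 3 SD, cut at about 22% in these data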;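 also: 0% = DMSO only wells and the 100% control is not disclosed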
# NCOA2 inhibitor – inhibits human steroid receptor coactivator 2. Q15596. HEK293 GAL4-SRC2 luciferase reporter, luminescence. inhibition, % at 9 µM. 370,000 compounds, 0.17% hits. AID 651957;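 active = inhibition above the mean inhibition of all tested compounds plus 3 SD, set per campaign, cut at about 52% in these data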;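 also: 0% = DMSO treated cells and 100% = cells given Gossypol at 36 µM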
# TLR9-MyD88 inh – TLR9-MyD88 interaction inhibition | Q9NR96+Q99836 | CHO BLA complementation TLR9-MyD88, CCF4 FRET ratio | inhibition, % at 4.98 µM | 340,000 compounds, 0.21% hits | AID 504734;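 active = inhibition above the mean over all tested compounds plus 3 SD, cut at about 21% in these data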;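 also: 0% = DMSO only wells and 100% = clavulanate BLA inhibitor control wells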
# TWEAK Fn14 block – TWEAK-Fn14 signaling inhibition | TWEAK-stimulated Fn14 reporter cells, luciferase luminescence, 8 h | inhibition, % at 10 µM | 360,000 compounds, 2% hits | AID 1159606; in the data active = inhibition above about 50%
# NOD2-RIPK2 inh – NOD2-RIPK2 protein interaction inhibition; O43353; inhibition, % at 4.98 µM; CHO BLA complementation NOD2-RIPK2, CCF4 ratio; 360,000 compounds, 0.38% hits; AID 624267; in the data active = inhibition above about 21%;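 also: 0% = vehicle only and 100% = reference blocker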
# Exocytosis inh – blocks lytic granule exocytosis. TALL-104 LAMP-1 surface exposure, flow cytometry; cells stimulated with thapsigargin and PMA. inhibition, % at 10 µM. 360,000 compounds, 0.66% hits;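 active = inhibition above about 55%, limit read from the data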
# NCOA3 inh – inhibits human SRC3 coactivator; Q9Y6Q9; HEK293 GAL4-SRC3 luciferase reporter, luminescence; inhibition, % at 3.6 µM; 360,000 compounds, 0.17% hits; AID 588352;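 active = inhibition above a per-campaign cutoff, the mean of all compounds plus 3 SD, cut at about 60% in these data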;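 also: 0% = DMSO-treated cells and 100% = gossypol-treated cells at 36 µM; higher means less SRC3-driven luciferase light from the GAL4 reporter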
# NR5A2 inv ag – suppresses constitutive activity of human LRH-1. HEK293T StAR-luciferase reporter, LRH-1 transfected, 24 h. inhibition, % at 3.6 µM. 360,000 compounds, 0.13% hits. AID 602396;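 active = inhibition above the mean inhibition of all tested compounds plus 3 SD, cut at about 73% in these data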;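 also: 0% = DMSO wells and 100% = reporter-only cells lacking LRH-1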
# Target sequence (O00482 whole entry, looked up): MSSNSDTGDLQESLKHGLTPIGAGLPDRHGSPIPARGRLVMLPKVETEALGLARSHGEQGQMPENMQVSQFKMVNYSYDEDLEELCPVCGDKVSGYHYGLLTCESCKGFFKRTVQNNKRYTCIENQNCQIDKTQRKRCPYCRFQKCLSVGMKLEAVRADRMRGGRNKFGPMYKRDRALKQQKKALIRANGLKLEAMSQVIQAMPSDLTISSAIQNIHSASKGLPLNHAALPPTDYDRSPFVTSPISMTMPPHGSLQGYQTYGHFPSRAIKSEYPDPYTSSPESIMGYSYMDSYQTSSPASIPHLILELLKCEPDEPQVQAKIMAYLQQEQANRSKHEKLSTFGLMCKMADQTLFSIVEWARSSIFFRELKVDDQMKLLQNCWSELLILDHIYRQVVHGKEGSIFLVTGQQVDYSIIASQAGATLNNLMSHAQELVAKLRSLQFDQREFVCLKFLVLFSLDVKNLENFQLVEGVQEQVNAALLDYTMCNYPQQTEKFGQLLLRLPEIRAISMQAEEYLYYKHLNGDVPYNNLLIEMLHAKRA
# TROY NFkB inh – TROY signaling inhibition. Q293 LMP1-TROYcd NF-kB luciferase reporter, 4 h. inhibition, % at 10 µM. 360,000 compounds, 0.98% hits. AID 1347056;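 active = compounds whose plate-normalised and pattern-corrected inhibition of the luciferase reporter signal at the single screening dose is 50% or more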
# Starred values were filed as active, the others as inactive; . = not tested or not shown.
# Sequence of screens – COUP-TFII inh	SRC1 inh	ABHD5-PLIN5 inh	NCOA2 inhibitor	TLR9-MyD88 inh	TWEAK Fn14 block	NOD2-RIPK2 inh	Exocytosis inh	NCOA3 inh	NR5A2 inv ag	TROY NFkB inh
> COc1ccc(CCNC(=O)c2nn(C)c3c2CS(=O)(=O)c2ccccc2-3)c(OC)c1
    10	-2	-3	5	-4	5	5	2	2	-17	18
> Cc1cccc(CN2CCSCC2)c1
    9	-7	3	2	-1	-6	-14	0	16	-8	-8
> Cc1ccc(CCNC(=O)C2CCCN(c3ncnc4c3nc3n4CCCCC3)C2)cc1 (stereo not given)
    -21	3	1	7	1	1	-4	-1	12	-2	-4
> Cc1ccc(C(=O)Nc2ccccc2C(=O)NCc2ccco2)cc1
    -5	1	-12	0	-2	-8	8	4	-9	-13	-22
> C#Cc1cccc(NC(=O)c2ccc(Cl)cc2Cl)c1
    -34	-64	-15	-77	-8	6	9	-3	-72	-106	-36
> CCOC(=O)c1c(NS(=O)(=O)c2cccc(OC)c2)sc2c1CCC2
    12	-15	-15	-19	-5	19	0	-4	-2	-5	18
> Cc1ccc(S(=O)(=O)N2CCOCC2)cc1C(=O)N1CCN(S(=O)(=O)c2cccc(F)c2)CC1
    -1	4	-2	-11	-12	0	-2	6	-4	-15	-5
> CCOC(=O)Cc1csc(NC(=O)CCC(=O)O)n1
    -14	-29	7	5	.	-6	-1	-2	23	6	-13
> Cc1ncc([N+](=O)[O-])n1CCOC(=O)c1cc(Cl)cc(Cl)c1N
    12	10	1	2	1	18	0	-1	2	-6	15
> CCCCN(CCCC)C(=O)c1cn(CC)c2cc(N3CCN(C)CC3)c(F)cc2c1=O
    -11	0	-5	-14	-4	0	-1	-8	2	-13	-3
> Cc1cc(C)n2c(NCc3ccccc3)c(CCc3ccccc3)nc2n1
    -8	.	-2	-11	.	-9	7	-3	.	-6	-15
> Cc1cc(NCCCn2ccnc2)n2nc(-c3ccc(Cl)cc3)cc2n1
    -27	-24	-1	-30	-1	-46	-1	-4	-36	-70	-47
> CCOc1cc(C(C(=O)NCC2CCCO2)N(C(=O)Cn2nnc3ccccc32)c2ccc(NC(C)=O)cc2)ccc1O (stereo not given)
    -11	-2	2	13	-17	-12	-8	-4	-18	-3	2
> C/C(=N\OCc1ccccc1C#N)c1cc2ccccc2o1
    -6	-7	1	-12	5	-4	-13	-2	7	-1	1
> COc1ccc(S(=O)(=O)N2CCC(NC(=O)Nc3ccc(C)cc3)CC2)cc1
    -7	9	-13	11	-7	8	-3	-2	18	-4	-1
> CCSc1nsc(NC(=O)Nc2ccccc2Cl)n1
    -16	-48	-19	-2	4	19	4	0	-59	-42	8
> CCN(CC)Cc1ccccn1
    -8	-3	1	1	5	-13	-8	10	21	7	-30
> CCCCN(CC)Cc1ccc(CNC(=O)Nc2ccccc2)o1
    -4	6	1	-12	-2	-4	-4	2	-2	-2	-16
> Cc1ccc(OCc2cc(C(=O)N3CCC(C(O)C(C)C)CC3)no2)cc1C (stereo not given)
    -5	-14	0	-12	-6	-14	1	12	-55	-30	-14
> CCN(CC)S(=O)(=O)c1ccc(C(=O)OCC(=O)N2CCOCC2)cc1
    10	-1	-2	-16	-16	0	-3	0	-2	4	-11
> Nc1[nH]c(C(=O)c2ccccc2)c(-c2ccc(Cl)c(F)c2)c1C(=O)NCCc1c[nH]c2ccccc12
    3	.	-16	-10	.	22	1	0	.	5	33
> C/C(CC(=O)Nc1ccc(N(C)C)cc1)=N\NC(=O)c1ccccc1Cl
    2	-47	-8	-41	-6	-12	0	5	-50	-25	11
> COc1ccc(S(=O)(=O)NCCCN2CCOCC2)cc1F
    -15	-14	4	11	5	5	-14	0	21	15	-1
> O=C(CCC1CCCC1)N=C1SC2CS(=O)(=O)CC2N1Cc1ccccc1 (stereo not given)
    -12	8	-2	-27	-2	-53	1	2	1	4	-2
> CC(C)C(NS(=O)(=O)c1cccc2nsnc12)C(=O)N1CCc2ccccc2C1 (stereo not given)
    12	-14	-1	20	-2	18	0	-1	1	-10	-1
> N#CC1(NC(=O)COC(=O)C2CCN(S(=O)(=O)c3ccc4c(c3)OCCO4)CC2)CCCCC1
    -2	6	-8	16	0	-5	-9	-2	-20	16	11
> CN1CCN(CC(O)COc2ccc(Cl)cc2)CC1 (stereo not given)
    9	-2	5	-5	0	5	2	-10	16	13	-9
> COCCCNC(=O)CC(C)c1ccccc1 (stereo not given)
    -11	-11	4	-6	-5	11	0	0	15	3	-3
> O=C(CSCCO)Nc1cc(C(F)(F)F)ccc1Cl
    11	7	1	-7	6	-18	-8	2	3	22	27
> CC1=C(C(=O)N2CCOCC2)CC(CC(=O)NCCc2ccccn2)C(=O)N1Cc1ccc(F)cc1 (stereo not given)
    -1	1	6	8	4	-2	-12	3	0	7	-25

# Shown with tabs: part of the list above.
mol	COUP-TFII inh	SRC1 inh	ABHD5-PLIN5 inh	NCOA2 inhibitor	TLR9-MyD88 inh	TWEAK Fn14 block	NOD2-RIPK2 inh	Exocytosis inh	NCOA3 inh	NR5A2 inv ag	TROY NFkB inh
COc1ccc(CCNC(=O)c2nn(C)c3c2CS(=O)(=O)c2ccccc2-3)c(OC)c1	10	-2	-3	5	-4	5	5	2	2	-17	18
Cc1cccc(CN2CCSCC2)c1	9	-7	3	2	-1	-6	-14	0	16	-8	-8
Cc1ccc(CCNC(=O)C2CCCN(c3ncnc4c3nc3n4CCCCC3)C2)cc1 (stereo not given)	-21	3	1	7	1	1	-4	-1	12	-2	-4
Cc1ccc(C(=O)Nc2ccccc2C(=O)NCc2ccco2)cc1	-5	1	-12	0	-2	-8	8	4	-9	-13	-22
C#Cc1cccc(NC(=O)c2ccc(Cl)cc2Cl)c1	-34	-64	-15	-77	-8	6	9	-3	-72	-106	-36
CCOC(=O)c1c(NS(=O)(=O)c2cccc(OC)c2)sc2c1CCC2	12	-15	-15	-19	-5	19	0	-4	-2	-5	18
Cc1ccc(S(=O)(=O)N2CCOCC2)cc1C(=O)N1CCN(S(=O)(=O)c2cccc(F)c2)CC1	-1	4	-2	-11	-12	0	-2	6	-4	-15	-5
CCOC(=O)Cc1csc(NC(=O)CCC(=O)O)n1	-14	-29	7	5	.	-6	-1	-2	23	6	-13
Cc1ncc([N+](=O)[O-])n1CCOC(=O)c1cc(Cl)cc(Cl)c1N	12	10	1	2	1	18	0	-1	2	-6	15
CCCCN(CCCC)C(=O)c1cn(CC)c2cc(N3CCN(C)CC3)c(F)cc2c1=O	-11	0	-5	-14	-4	0	-1	-8	2	-13	-3
Cc1cc(C)n2c(NCc3ccccc3)c(CCc3ccccc3)nc2n1	-8	.	-2	-11	.	-9	7	-3	.	-6	-15
Cc1cc(NCCCn2ccnc2)n2nc(-c3ccc(Cl)cc3)cc2n1	-27	-24	-1	-30	-1	-46	-1	-4	-36	-70	-47

# (next part)
# Sequence of screens – COUP-TFII inh	SRC1 inh	ABHD5-PLIN5 inh	NCOA2 inhibitor	TLR9-MyD88 inh	TWEAK Fn14 block	NOD2-RIPK2 inh	Exocytosis inh	NCOA3 inh	NR5A2 inv ag	TROY NFkB inh
> COc1ccc(NS(=O)(=O)c2ccc(F)c(Cl)c2)cn1
    -4	-3	1	-20	-4	-6	-4	-12	-7	3	-3
> Cc1cccc(NC(=O)C2CCCN2C(=O)OCC(C)C)c1C (stereo not given)
    6	-6	-1	-25	-1	3	0	-2	6	6	5
> O=C(OCC(=O)N1CCCC1)c1ccc(Cl)c([N+](=O)[O-])c1
    -15	-1	-5	-22	2	4	3	5	-32	-7	-15
> Cc1ccnc(NC(=O)C2CCN(S(=O)(=O)c3ccc(Cl)c(C(F)(F)F)c3)CC2)c1
    -1	-12	3	0	-2	-28	7	0	2	10	30
> COc1ccc(N(C(C)C(=O)NCCSCc2cccc(Cl)c2)S(C)(=O)=O)cc1 (stereo not given)
    14	14	3	-10	1	2	-9	27	6	14	-2
> CCOC(=O)C1(C)CCN1C(=O)c1cc(OC)c(OC)c(OC)c1 (stereo not given)
    -6	-4	0	-2	.	-37	-10	-3	-4	17	-3
> COc1ccc(CN2CCCCC2C)cc1C (stereo not given)
    1	0	-7	-17	7	3	-4	1	-31	-13	-45
> O=C(N/C(=C/c1ccccc1Cl)C(=O)N1CCOCC1)c1ccccc1
    2	6	-4	-4	0	9	6	1	28	-9	3
> CC(C)C1C(=O)N(Cc2cn(CC3CCCCC3)nn2)CCS(=O)(=O)N1Cc1ccc(-c2ccc(Cl)nc2)cc1 (stereo not given)
    7	5	-3	-20	-23	-9	3	2	-19	-2	-15
> CC(C)Cn1c(=O)c(C(=O)NCc2ccccn2)c(O)c2ccccc21
    19	7	7	4	0	0	-9	1	11	8	40
> O=C(Nc1ccc(CN2CCS(=O)(=O)CC2)cc1)c1ccc(F)cc1
    11	-15	-4	-14	-4	-27	-2	6	-15	-5	12
> CCOC(=O)c1c(/N=C/c2ccc(OC)cc2O)sc2c1CCN(C)C2
    3	9	4	-1	2	20	-2	8	12	6	20
> CSc1ccc(CN2CCC(n3nccc3NC(=O)C3CCOC3)CC2)cc1 (stereo not given)
    14	1	1	-25	-1	5	-3	2	13	10	16
> O=C(NCc1cc(F)ccc1F)C1CCC(=O)N(C2CCCCCC2)C1 (stereo not given)
    6	-21	8	-24	-18	-3	11	-3	-34	-32	-39
> CC(C)(C)n1c(=O)[nH]c2c(c1=O)CCC2
    -1	3	0	8	-5	-13	-8	-1	10	-4	1
> COc1ccc(CC(=O)Nc2ccc(-c3noc(-c4ccc(Cl)cc4)n3)cc2)cc1
    -8	-5	-2	12	4	-32	-6	1	-4	-5	-12
> Nc1ccc(C(=O)OCCCc2nc3cc4ccccc4cc3[nH]2)cc1
    -35	-63	2	-26	2	-52	-2	-4	-76	14	-4
> CC(C)[C@H](NC(=O)OCc1ccccc1)C(=O)OCC(=O)NCCc1ccccc1
    -10	4	-2	9	3	13	2	-3	1	16	1
> CCC(=O)Nc1nc(CC(=O)Nc2ccccc2OC)cs1
    -8	8	2	-1	2	3	-3	-2	-4	2	10
> Cc1nc2cc(NC(=O)NCc3ccco3)ccc2n1C
    -28	-91	-5	-55	-2	-19	-8	1	-43	-39	-20
> CC(C)OP(=O)(OC(C)C)C(Nc1ccccc1)c1cccnc1 (stereo not given)
    -3	13	-2	14	1	9	-14	-4	12	7	-17
> CSc1nnc(Cn2c(=O)sc3ccccc32)n1CCc1ccccc1
    3	-4	3	2	-1	4	6	0	6	2	-9

# The list is partial, so the mix of outcomes need not match the whole.
